Source: PubChem (several laboratories)
LYP phosphatase = inhibitors of LYP phosphatase, biochemical, fluorescence intensity, uHTS (AID 1779); Tyrosine-protein phosphatase non-receptor type 22 (Homo sapiens); recombinant LYP phosphatase, fluorescence intensity; higher % means a stronger effect; one-dose inhibition, % at 11.5 µM; IC50 in µM for titrated hits; actives 0.054% (n = 290,000);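 also: plate controls were vehicle with enzyme for no effect and no enzyme for full effect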
Lipid droplet = inhibitors of hepatocyte lipid droplet formation, primary screen, imaging, high-throughput imaging, BODIPY stain; AML12 mouse hepatocytes, oleate lipid droplets; AID 1656, 2009; inhibition, % at 6.5 µM; actives 0.4% (n = 240,000);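 active = lipid droplet intensity inhibited by at least 50%, with more than 500 cells counted; inconclusive = wells with under 300 cells, treated as cytotoxic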
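material = mouse AML12 hepatocyte cell line, fixed after treatment | also added = 100 µM oleic acid challenge | doses = compound at 6.5 µM only | schedule = overnight exposure | technique = Image-based BODIPY and DAPI two-channel analysis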
Siah-1 displacement = Siah-1 peptide-binding antagonists, primary screen, biochemical, fluorescence polarization, rhodamine-plectin, uHTS (AID 1817) | Siah-1 / rhodamine-plectin peptide fluorescence polarization; higher % means a stronger effect | displacement, % at 20 µM, or IC50 in µM where a hit was titrated | actives 0.02% (n = 290,000);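 active = displacement of at least 50% at 20 µM, with a fluorescence ratio check between 0.3 and a set limit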;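 also: plate controls were Siah plus tracer with DMSO for no effect and tracer alone without Siah for full effect; strong numbers were not always called active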
HIV fusion peptide = inhibitors of HIV fusion peptide binding, primary screen, biochemical, uHTS, fluorescence dequenching (AID 1986). cell-free peptide binding, fluorescence dequenching, 30 min; higher % means a stronger effect. inhibition, % at 20 µM; hits with a dose series show IC50 in µM. actives 0.3% (n = 290,000); in the data active = inhibition mostly above about 52%, no sharp cut-off; inactive = mostly below about 76%; also: some results filed as inactive read as strong as hits
NOD2 inhibition = NOD2 signaling inhibitors, cell-based, luminescence, uHTS, HEK293 (AID 1566). HEK293 NOD2/NF-kB luciferase reporter, luminescence; higher % means a stronger effect. inhibition, % at 4 µM; hits with a dose series show EC50 in µM. actives 0.63% (n = 290,000); also: many of its hits are not listed in these tables
Myeloid diff 2 = induction of myeloid progenitor differentiation, primary screen, cell-based, flow cytometry, MLPCN library. ER-HoxA9 myeloid progenitors, lysozyme-GFP differentiation. calls only at 10 µM. actives 1% (n = 360,000). AID 624256, 2012;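 active = normalized GFP-positive differentiation at or above the plate's own cutoff, the solvent-only control mean plus 3 SD; inconclusive = no clear call, values can overlap the other calls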;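 also: cells exposed to compound for four days before flow analysis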
Dengue-2 NS5 capping = Dengue-2 NS5 methyltransferase inhibitors, primary screen, biochemical, confirmation dose response (AID 588689) | actives 0.3% (n = 340,000) | inhibition, % at 25 µM, or IC50 in µM where a hit was titrated | Dengue-2 NS5 methyltransferase capping enzyme assay, biochemical; higher % means a stronger effect; in the data active = a potency from the dose series; inconclusive = inhibition above about 29% without an active follow-up result
XIAP antagonists = XIAP antagonists, biochemical, IAP family, fluorescence polarization (AID 1018); E3 ubiquitin-protein ligase XIAP (Homo sapiens); XIAP BIR domain, fluorescence polarization peptide displacement; higher % means a stronger effect; one-dose displacement, % at 20 µM; IC50 in µM for titrated hits; actives 0.007% (n = 200,000); in the data active = displacement above about 50%; also: a part of the inactive calls stands beside numbers as strong as those of hits
AID2073 = inhibitors of Mint1-CaV2.2 protein interaction, biochemical, HTRF (AID 2073) | Voltage-dependent N-type calcium channel subunit alpha-1B (Homo sapiens) | HTRF protein-protein interaction, Mint1-CaV2.2; higher % means a stronger effect | inhibition, % at 20 µM, or IC50 in µM where a hit was titrated | actives 0.19% (n = 290,000); in the data active = inhibition mostly above about 51%, no sharp cut-off; inconclusive = no clear call, values can overlap the other calls; inactive = mostly below about 53%; also: some results filed as inactive read as strong as hits
Lipid droplet cells 6.5 µM = further read-out of Lipid droplet, marked with its call; cell count; measured here: cell count, cytotoxicity flag;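 cells counted across two imaged fields per well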
Dengue-2 NS5 capping pilot replicate = also measured in Dengue-2 NS5 capping; calls as there; inhibition, %; measured here: pilot screen replicate inhibition
Myeloid diff 2 GFP+ MAC1+ % = further read-out of Myeloid diff 2, marked with its call; GFP+ MAC1+ double positive, %; measured here: differentiation confirmed by MAC1 staining
Active calls of the source: *; i = inactive; ? = inconclusive; / = not tested or not shown; + = active, no number. Rule as the data show it, unless noted: active = inhibition above about 50%; inactive = the rest. This is a subset; the hit share may differ from the screen's.

SMILES	LYP phosphatase	Lipid droplet	Lipid droplet cells 6.5 µM	Siah-1 displacement	HIV fusion peptide	NOD2 inhibition	Myeloid diff 2	Myeloid diff 2 GFP+ MAC1+ %	Dengue-2 NS5 capping	XIAP antagonists	AID2073	others
COc1cc(C2CC(=O)N(CC(=O)NCc3ccco3)c3ccccc3S2)cc(OC)c1OC (configuration not stated)	0%	-15	654	3%	1.2%	1%	i	0.6	-8%	-1.0%	12%
N=C1S/C(=C\c2cccc3ccccc23)C(=O)N1c1ccc(F)cc1	-2%	-3	636	35%	3.2%	-8%	+	2.4*	-3%	-2.6%	2%
CN1CCC(=C2c3ccccc3C=Cc3ccccc32)CC1	0%	-15	668	0%	0.9%	16%	i	2.9	-1%	-6.1%	4%
CCN(Cc1ccccc1)C(=O)CN1C(=O)COc2ccc(S(=O)(=O)N3CCCCCC3)cc21	-6%	-6	694	-1%	-2.0%	7%	?	/	-7%	/	-2%
C=CCn1c(CSc2nc3ccccc3s2)nnc1SCC(=O)NCCN1CCOCC1	1%	/	/	-1%	2.9%	3%	i	0.5	-1%	-3.3%	2%
CCNc1nc(OC)nc(SCC(=O)Nc2ccccc2)n1	7%	8	676	-4%	-2.3%	3%	i	0.2	-1%	-8.6%	-10%
CCOc1ccccc1NC(=O)Cn1nnc(C(=O)Nc2ccccc2Cl)c1N	-3%	1	663	-1%	3.1%	5%	i	0.7	-1%	-1.0%	7%
CC(C)CC(=O)NN(C)c1nc(-c2ccccc2)nnc1C(F)(F)F	-3%	10	767	5%	-2.4%	15%	i	0.6	-2%	1.0%	-2%
COC(=O)c1sc(SC)c(S(=O)(=O)C(C)C)c1N/N=C(\C#N)S(=O)(=O)c1ccccn1	0%	-3	696	1%	-1.6%	20%	i	1.4	1%	/	4%
CCOc1ccc2c(c1)OC(c1ccc(OC)cc1)(C(F)(F)F)NC2=O (configuration not stated)	-1%	-20	453	8%	-1.4%	-27%	?	/	3%	-7.1%	7%

Gathered by group, those above containing a halogen (4)
SMILES	LYP phosphatase	Lipid droplet	Lipid droplet cells 6.5 µM	Siah-1 displacement	HIV fusion peptide	NOD2 inhibition	Myeloid diff 2	Myeloid diff 2 GFP+ MAC1+ %	Dengue-2 NS5 capping	XIAP antagonists	AID2073	others
N=C1S/C(=C\c2cccc3ccccc23)C(=O)N1c1ccc(F)cc1	-2%	-3	636	35%	3.2%	-8%	+	2.4*	-3%	-2.6%	2%
CCOc1ccccc1NC(=O)Cn1nnc(C(=O)Nc2ccccc2Cl)c1N	-3%	1	663	-1%	3.1%	5%	i	0.7	-1%	-1.0%	7%
CC(C)CC(=O)NN(C)c1nc(-c2ccccc2)nnc1C(F)(F)F	-3%	10	767	5%	-2.4%	15%	i	0.6	-2%	1.0%	-2%
CCOc1ccc2c(c1)OC(c1ccc(OC)cc1)(C(F)(F)F)NC2=O (configuration not stated)	-1%	-20	453	8%	-1.4%	-27%	?	/	3%	-7.1%	7%

More entries follow.
SMILES	LYP phosphatase	Lipid droplet	Lipid droplet cells 6.5 µM	Siah-1 displacement	HIV fusion peptide	NOD2 inhibition	Myeloid diff 2	Myeloid diff 2 GFP+ MAC1+ %	Dengue-2 NS5 capping	XIAP antagonists	AID2073	others
COc1cc(C2C=C(Nc3ccccc3)C(=O)N2c2ccccc2)ccc1O (configuration not stated)	-4%	-28	603	1%	16%	6%	i	0.3	-10%	-10%	-8%
COC(CNC(=O)c1ccc2nc3ccccc3c(=O)n2c1)OC	-13%	20	786	-4%	0.3%	11%	i	0.5	-2%	/	?
COc1ccc(N2CCN(C(=O)CCNS(=O)(=O)c3ccc(Br)s3)CC2)cc1	-3%	-18	645	0%	-1.8%	5%	i	0.6	-1%	0.1%	-10%
COC(=O)c1oc2ccccc2c1NC(=O)/C=C/C(=O)O	0%	10	674	1%	0.8%	4%	i	0.3	-4%	-3.7%	24%
N#CC1(c2ccccc2)CCCN1C(=O)c1ccc(Br)o1 (configuration not stated)	-16%	/	/	-6%	-1.5%	1%	i	4.9	-6%	-1.3%	-3%
O=C(NN1CCCCC1)c1cccc2ccccc12	0%	-10	691	5%	1.1%	-7%	i	0.8	-2%	-4.8%	-2%
O=C(Nc1ccc2nc(-c3ccccc3)oc2c1)c1ccco1	1%	10	733	5%	-1.0%	-1%	i	1.0	10%	-5.3%	-2%
O=C(Cn1c(C(=O)O)cc2ccccc21)c1ccccc1	-8%	-7	745	1%	0.2%	10%	i	0.3	-2%	/	9%
O=C(NCCc1ccccc1Cl)C1CCC(=O)N(CCCc2ccccc2)C1 (configuration not stated)	-14%	-12	677	-2%	-1.6%	13%	i	3.2	-11%	/	2%
CC(Nc1ccc(Cl)cc1)C(=O)NN (configuration not stated)	-7%	10	724	-1%	-0.1%	4%	i	1.3	5%	/	7%
CCC(c1nnnn1CCOC)N(Cc1ccc(C)cc1)Cc1cc2cc(OC)ccc2[nH]c1=O (configuration not stated)	-6%	-9	708	0%	8.4%	-2%	i	0.8	5%	-7.2%	3%
Nc1ccc(NC(=O)c2cccc(C(=O)Nc3ccc(N)cc3Cl)c2)c(Cl)c1	-3%	-2	869	4%	1.1%	-7%	i	0.5	-6%	/	?
Cc1nc2nc(C)c(CCC(=O)NC(C)c3ccc4c(c3)OCCO4)c(C)n2n1 (configuration not stated)	-3%	/	/	2%	3.0%	10%	i	1.4	0%	-4.4%	-2%
COc1ccc2nc(NC(=O)CSc3nc4ccccc4o3)sc2c1	-11%	/	/	-2%	0.3%	-5%	i	1.9	-2%	-11%	12%
Cc1cc(C)cc(Nc2ccc(C(=O)O)cc2[N+](=O)[O-])c1	-5%	-1	729	2%	0.5%	6%	i	0.9	24%	/	-6%
CCOC(=O)c1ccc2nc(C)c(C)nc2c1	-4%	5	746	5%	0.5%	-7%	i	0.8	-4%	/	-4%
CCOC(=O)c1c(C)[nH]c(C)c1S(=O)(=O)N1CCCCC1	-10%	-8	747	-5%	-0.7%	5%	i	1.6	-13%	/	-3%
Cc1ccc(C2/C(=C(/O)c3ccccc3)C(=O)C(=O)N2CCN2CCOCC2)o1 (configuration not stated)	-7%	/	/	1%	5.4%	4%	i	1.1	-4%	-5.2%	-5%	Dengue-2 NS5 capping pilot replicate=-1.2
COc1cc(-n2nnnc2SC)c(OC)cc1Cl	-9%	10	714	11%	2.2%	9%	i	0.4	-14%	-4.0%	5%
Cc1cc(C)nc(Nc2nc3ccccc3s2)n1	-6%	-4	676	19%	-0.6%	-55%	i	1.2	1%	-3.7%	33%
O=C(COc1cccc2cccnc12)Nc1nccs1	-10%	/	/	-3%	-2.1%	-41%	i	0.5	-2%	-4.0%	1%
Cc1cccc(N2CCN(C(=O)Cn3cccc3C(=O)c3ccccc3)CC2)c1C	-2%	/	/	0%	-1.4%	-15%	i	1.4	-8%	-1.3%	-1%
CCOc1ccc(NC(=O)CCC(=O)N/N=C/c2ccc([N+](=O)[O-])s2)cc1	-8%	-7	649	16%	-0.3%	18%	?	/	6%	0.2%	-7%
Cc1nnsc1C(=O)NC1CCCCC1	-7%	/	/	0%	-2.9%	13%	i	6.3	-1%	-2.7%	?
COC(=O)c1c(C)[nH]c(O)c1C=Nc1ccc(Oc2ccccc2)cc1	-1%	3	714	-3%	45%	-10%	i	0.1	-15%	-5.0%	21%
COc1cc(SC)ccc1C(=O)OC(C)C(=O)Nc1ccc(NC(C)=O)cc1 (configuration not stated)	-5%	59*	835*	11%	0.1%	-8%	i	0.8	-2%	/	-6%
CN1CCN(C(=O)CC2C(=O)NCCN2Cc2ccc(-c3ccccc3)cc2)CC1 (configuration not stated)	-4%	-2	714	7%	1.5%	1%	i	0.3	-9%	-6.4%	0%
c1cc2c(cc1-c1[nH]ncc1CN1CC3C[C@@H]4CC1C[C@H](C3)C4)OCO2	-6%	30	562	-1%	0.1%	-9%	i	0.1	0%	-8.2%	-17%
COc1cc(NC(=O)c2ccc(NC3=NC4CS(=O)(=O)CC4S3)cc2)cc(OC)c1OC (configuration not stated)	-13%	-8	715	4%	-0.3%	7%	i	3.0	-1%	/	3%
COc1ccccc1NC(=O)CS(=O)(=O)c1cn(CC(=O)N2CCCC2)c2ccccc12	-6%	-5	597	-6%	-1.7%	-1%	i	1.2	-2%	/	8%
CN1CCN(c2nc(Nc3ccc(F)cc3)nc(Nc3ccc(F)cc3)n2)CC1	-7%	4	394	-2%	1.7%	17%	i	0.2	-3%	/	-26%
COC(=O)c1[nH]c2cccc(OC)c2c1NC(=O)CCN1CC(C)CC(C)C1 (configuration not stated)	-5%	/	/	2%	0.8%	22%	i	0.7	5%	0.6%	5%
CC(C)NC(=O)c1onc(CSc2ccccc2)c1C(=O)O	-11%	/	/	4%	2.6%	2%	i	0.0	-4%	-2.1%	-4%
Cc1cc(NC(=O)CSc2ccc3nnc(-c4ccc(F)cc4)n3n2)no1	-10%	/	/	-3%	1.1%	30%	i	6.1	4%	-0.3%	?
CC(=O)NCCC(=O)Nc1nc(-c2c[nH]c3ccccc23)cs1	-7%	2	738	-1%	-0.4%	4%	i	2.4	-12%	/	-6%
O=C(NCCc1cccc(C(F)(F)F)c1)C1CCC(=O)N(C2CC2)C1 (configuration not stated)	-5%	4	695	4%	0.7%	-12%	i	1.2	-1%	/	10%
CCOC(=O)C(C(=O)OCC)C(Nc1ccc(Br)cc1)c1ccccc1 (configuration not stated)	0%	/	/	-2%	-0.2%	-18%	/	/	-14%	0.9%	1%
CCCn1c(O)c(CN2CCCC(C)C2)c(C)c(C#N)c1=O (configuration not stated)	5%	22	659	3%	35%	-2%	i	1.3	27%	-4.8%	8%
Cc1ccc(CNC(=O)C2CCCN(c3nc4ccccc4o3)C2)cc1 (configuration not stated)	-6%	14	750	3%	1.7%	4%	i	2.3	2%	1.0%	-3%
Cc1nc(-c2ccncc2)sc1C(=O)Nc1ccc(Cl)cc1	-2%	6	696	0%	0.0%	5%	i	0.3	-6%	0.4%	10%
COc1ccc(C(CC(=O)O)c2ccc3c(c2)OCO3)cc1 (configuration not stated)	-4%	-19	823	0%	-1.2%	13%	/	/	3%	/	11%
CCOC(=O)C1CCN(C(=O)Nc2ccc(NC(=O)C3CCN(C(=O)OCC)CC3)cc2)CC1	2%	4	762	1%	0.3%	-9%	i	9.4	-4%	-2.8%	-9%
FC(F)(F)c1nnc2ccc(NCc3cccnc3)nn12	-4%	-7	684	-3%	-0.9%	6%	i	0.6	-5%	-4.4%	2%
